# Scp1 inh – inhibitors of human Scp-1 phosphatase | Q9GZU7 | Recombinant Scp1, phosphopeptide, malachite green phosphate absorbance | inhibition, % at 20 µM | 0.88% of 340,000 active | AID 493091;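 active means inhibition above about 50% at 20 µM, limit read from the data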;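 further: plate controls were DMSO wells with enzyme for no effect and wells lacking enzyme for full effect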
# Target sequence (Q9GZU7 76-261 limits assumed): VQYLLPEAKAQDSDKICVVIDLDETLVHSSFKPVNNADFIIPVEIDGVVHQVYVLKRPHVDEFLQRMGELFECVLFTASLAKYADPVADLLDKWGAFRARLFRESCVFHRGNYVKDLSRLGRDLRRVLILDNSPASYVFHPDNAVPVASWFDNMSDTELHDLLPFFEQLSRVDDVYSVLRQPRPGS
#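 Incubation: 45 min enzyme reaction at room temperature / System: truncated SCP-1 phosphatase (76-261aa) / Reagent: Phospho 17-mer peptide substrate / Buffer or medium: Acidic Tris acetate buffer with magnesium and detergent / Signal: absorbance at 630 nm / Doses: one concentration, 20 µM, with 1.0% DMSO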
# An asterisk follows results filed as active.
SMILES,Scp1 inh
CCc1cc(=O)oc2c(CNC(Cc3ccccc3)C(=O)O)c(O)ccc12 (stereo unspecified),40.4

# Compound activity as filed in PubChem BioAssay.

# A portion of the library (hit frequency here may not be typical).
